# KLF5 inh: inhibitors of KLF5 expression | AID 1700 | DLD-1 KLF5 promoter-luciferase reporter, luminescence | actives 0.23% (n = 290,000) | inhibition, % at 5 µM;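 active = inhibition above a per-plate limit of that plate's mean compound inhibition plus 3 SD, cut at about 60% in these data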;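 note: 0% = DMSO wells and 100% = LY294002 at 200 µM; higher means less KLF5 promoter-driven luciferase light; inactives centre near -14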
# HSF1 inh: HSF1 inhibition | activity change, negative = inhibition, % at 7.5 µM (by protocol) | AID 2098 | NIH3T3-HGL HSE-luciferase, MG132-induced, luminescence 8 h; stronger effect = lower value | actives 0.77% (n = 300,000);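 active = more than half of replicate wells show activity change below -50%, luminescence cut by over half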;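 note: luciferase reports HSF-1 transcriptional activity via heat shock element; 0% = median of DMSO wells and -100% = zero luminescence signal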
# HSP90 refold inh: blocks HSP90-mediated luciferase refolding in reticulocyte lysate | Rabbit reticulocyte lysate, luciferase refolding luminescence, 3 h | inhibition, % at 5.6 µM | actives 0.91% (n = 290,000) | AID 1789;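 active = inhibition above the screen-wide mean plus 3 SD, computed separately per campaign, cut at about 16% in these data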;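 note: 0% = DMSO wells and 100% = 60 µM geldanamycin wells; inhibitors lower the luminescence because luciferase stays unfolded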
# HIF act: HIF pathway transcriptional activation; actives 0.32% (n = 300,000); activation, % at 7.5 µM (by protocol); U2OS HRE-luciferase reporter, luminescence; normalized: DMSO 0%, desferrioxamine 100%;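 active = mean activation of at least 10% of the iron chelator positive control signal, with at least half of replicates also reaching 10%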
# aSyn UTR inh: MLPCN primary screen, SNCA 5' untranslated region; inhibition, % (tested at 7.5 µM); actives 0.82% (n = 300,000); AID 1813; alpha-synuclein 5'UTR reporter, inhibitor activity; in the data active = inhibition above about 60%;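 note: H4 neuroglioblastoma cells stably carrying SNCA 5'UTR luciferase fusion; 0% = DMSO wells and 100% = positive control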
# AI-2 QS mod: modulators of Vibrio harveyi AI-2 quorum sensing system; Vibrio harveyi JMH597 AI-2 luminescence/OD600 ratio, 9 h; stronger effect = lower value; strain lacks LuxN and CqsS sensors; 0 = neutral-control median; actives 0.4% (n = 300,000); activity change, % at 7.5 µM; in the data active = activity change below about -75%, passing the limit was not always enough;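 note: luminescence divided by OD600 gain over 9 h not by final OD600 alone; inactives centre near 13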
# IEC-6 tox: counter-screen for KLF5 inhibitors: cytotoxicity in IEC-6 cells | IEC-6 cytotoxicity, luminescence viability | inhibition, % at 5 µM | actives 0.78% (n = 290,000) | AID 1825; in the data active = inhibition above about 22%;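 note: 0% = plate median of test compound wells and 100% = cytotoxic reference compound wells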
# SKKanGAS inh: inhibitors of SKKanGAS S. pyogenes growth in kanamycin (SK-promoter or general growth effect). BacTiter-Glo, 6 h. inhibition, % at 7.5 µM. actives 1.3% (n = 300,000). AID 1662;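 active = mean replicate score, as percent of positive control median, at least 50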;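 note: strain carries kanamycin resistance gene driven by streptokinase promoter and grows in 40 µg/ml kanamycin; loss of luminescence reflects streptokinase promoter inhibition or plain growth inhibition; 0% = median of DMSO wells and 100% = positive control at its reference dose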
# HSF1 activator: increases HSF-1 driven luciferase reporter signal; activation, % at 9 µM; AID 504408; actives 1.7% (n = 300,000); NIH3T3-HGL HSF-1 luciferase reporter, MG132, 8 h; 100% = twice DMSO control signal;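 active = mean replicate activation of at least 50% with a set share of replicates each reaching 50%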;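 note: 0% = median of the neutral control wells and 100% = twice that signal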
# Platelet DG rel: modulates dense granule release in human platelets | human platelet-rich plasma, SFLLRN dense granule ATP release, luminescence | inhibition, %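 (compounds screened at 7.5 µM in platelet-rich plasma)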 | actives 0.22% (n = 300,000);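 active = mean replicate score, as percent of positive control, at or above 50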
# An asterisk follows results filed as active; . = no result given.
no.	Structure	KLF5 inh	HSF1 inh	HSP90 refold inh	HIF act	aSyn UTR inh
1	Nc1nnnn1/N=C/c1cccc(O)c1	-38	-4	0	0.4	27
2	O=C(NCc1nnnn1-c1ccc(F)c(F)c1)C(=O)c1c[nH]c2ccccc12	.	1	.	0.2	12
3	CC(=O)c1nnn(-c2ccc([N+](=O)[O-])cc2C)c1C	-20	-14	-2	-0.3	-9
4	Cc1[nH]c2ccccc2c1/C=N/NC(=O)c1cc(-c2ccncc2)nc2ccccc12	30	2	2	2.1	33
5	COC(=O)C(=C/C(C)=C/c1cccs1)C(=O)OC	-6	32	1	0.5	-27
6	O=[N+]([O-])c1cccnc1Oc1ccc(F)cc1F	-23	-2	4	0.0	1
7	COc1ccc(CCC(=O)Nc2ccccc2C(F)(F)F)cc1	-6	-8	-2	-0.7	11
8	O=C(CN(Cc1ccccc1)C(=O)CNS(=O)(=O)c1ccccc1)NCC1CCCO1 (configuration not stated)	-19	-4	-1	0.3	-23
9	COc1cccc(NC(=O)COC(=O)c2ccccc2C(=O)N2CCN(c3ccccc3)CC2)c1	-29	11	1	0.2	-12
10	Cc1ncc(CN2CCCCC2C(=O)Nc2ccc(Oc3ccccc3)nc2)cn1 (configuration not stated)	-27	-9	4	0.0	10
11	COc1ccc(S(=O)(=O)N2CCC(N3CCN(c4ccccc4)CC3)CC2)cc1	-27	3	1	0.0	12
12	CC1CCN(CCCNC(=O)C2CCCN(c3ncnc4c3nc3n4CCCCC3)C2)CC1 (configuration not stated)	-12	1	-3	-0.6	-10
13	CCn1cc(C(=O)N2CCCC2)c(=O)c2cc(S(=O)(=O)N(C)C)ccc21	18	-1	-1	-0.1	-1
14	COc1ccc(-c2nnc(OC)c3ccccc23)cc1	-24	-16	-1	-0.1	17
15	Cn1cccc1/C=N/NC(=O)CNc1cccc2ccccc12	-1	2	-1	0.4	24

no.	AI-2 QS mod	IEC-6 tox	SKKanGAS inh	HSF1 activator	Platelet DG rel
1	18	1	-7	3	3
2	22	.	-9	4	-6
3	7	-5	3	-27	-8
4	-4	40*	6	11	10
5	4	-3	0	66*	1
6	21	5	-1	5	1
7	6	-1	0	0	15
8	9	5	-16	13	-11
9	17	-1	-2	4	5
10	14	3	1	10	1
11	26	8	-2	-16	11
12	18	-3	-6	-2	13
13	12	6	-14	-1	-3
14	10	-2	-4	-7	15
15	-55	48*	8	12	-24

# Compounds 5 through 9, reprinted for reference:
no.	Structure	KLF5 inh	HSF1 inh	HSP90 refold inh	HIF act	aSyn UTR inh
5	COC(=O)C(=C/C(C)=C/c1cccs1)C(=O)OC	-6	32	1	0.5	-27
6	O=[N+]([O-])c1cccnc1Oc1ccc(F)cc1F	-23	-2	4	0.0	1
7	COc1ccc(CCC(=O)Nc2ccccc2C(F)(F)F)cc1	-6	-8	-2	-0.7	11
8	O=C(CN(Cc1ccccc1)C(=O)CNS(=O)(=O)c1ccccc1)NCC1CCCO1 (configuration not stated)	-19	-4	-1	0.3	-23
9	COc1cccc(NC(=O)COC(=O)c2ccccc2C(=O)N2CCN(c3ccccc3)CC2)c1	-29	11	1	0.2	-12

no.	AI-2 QS mod	IEC-6 tox	SKKanGAS inh	HSF1 activator	Platelet DG rel
5	4	-3	0	66*	1
6	21	5	-1	5	1
7	6	-1	0	0	15
8	9	5	-16	13	-11
9	17	-1	-2	4	5

# Further records follow:
no.	Structure	KLF5 inh	HSF1 inh	HSP90 refold inh	HIF act	aSyn UTR inh
16	CCOC(=O)C1=C(O)C(=O)N(c2ccc(S(N)(=O)=O)cc2)C1c1ccc([N+](=O)[O-])cc1 (configuration not stated)	-19	-5	6	-0.1	0
17	C=CCn1cccc(C(=O)Nc2ccc(SC)cc2)c1=O	-116	-17	1	2.4	-155
18	CC1Sc2ccc(S(=O)(=O)CCC(=O)NC(C)c3ccccc3)cc2NC1=O (configuration not stated)	-20	4	-5	0.5	9
19	CN(CCc1ccccn1)C(=O)Nc1ccc(F)cc1	-19	-4	5	0.0	-36
20	O=S(=O)(NN1CCOCC1)c1cc(Cl)cc(Cl)c1O	12	-6	-1	-0.4	-4
21	Cc1noc(C)c1COc1cccc(C(=O)OCC(=O)N2CC(=O)Nc3ccccc32)c1	17	-11	6	-0.6	65*
22	COc1ccc(NC(=O)CSc2ccccc2)cn1	11	13	-1	1.1	-86
23	COc1ccc(C(=O)COC(=O)c2cc(S(=O)(=O)N3CCCCC3)ccc2N2CCOCC2)c(OC)c1	.	2	.	-0.5	16
24	c1ccc(-c2csc3ncnc(N4CCOCC4)c23)cc1	-9	-27	-2	0.2	15
25	Cc1cc2c(c(SCC(=O)N(C)c3ccccc3)n1)C(=O)OC2	-1	-3	3	-1.9	2
26	O=C(CSCCOc1ccccc1)NCc1ccncc1	-8	-7	1	0.2	2
27	COC(=O)c1ccccc1NC(=O)CN1C(=O)C2CCCN2c2ncc(Cl)cc21 (configuration not stated)	-31	1	0	0.1	15
28	COCc1cc(C)nc2sc3c(=O)n(-c4cccc5ccccc45)nnc3c12	-24	-3	1	-1.2	-1
29	CSc1cccc(NC(=S)N2CCCN(Cc3ccccc3F)C2)c1	-24	-10	0	2.0	8
30	N#CC1=C(N)Oc2ccc3ccc(O)cc3c2C1c1cccnc1 (configuration not stated)	18	11	0	-0.2	13

no.	AI-2 QS mod	IEC-6 tox	SKKanGAS inh	HSF1 activator	Platelet DG rel
16	10	3	-2	-3	-1
17	8	11	3	-28	-1
18	.	-11	-3	9	4
19	7	1	-4	-19	2
20	11	0	-4	-14	7
21	3	79*	-3	5	1
22	9	-2	-4	12	2
23	11	.	-4	-23	1
24	28	2	-2	-28	-7
25	7	-9	0	2	1
26	22	4	-8	10	-1
27	17	-6	2	1	0
28	4	3	-1	-7	-3
29	-18	-1	4	-10	0
30	3	-4	1	14	-4

# Additional records
no.	Structure	KLF5 inh	HSF1 inh	HSP90 refold inh	HIF act	aSyn UTR inh
31	COCCNC(=S)Nc1ccc(S(=O)(=O)Nc2ncccn2)cc1	-16	-8	1	-0.2	-6
32	CN=C1SC(CC(=O)Nc2sc(C)c(C)c2C(=O)OC)C(=O)N1C (configuration not stated)	-30	14	2	-0.2	30
33	COc1ccc(-c2nnc(SCc3cc(C)ccc3C)n2N)cc1	4	3	-3	0.2	1
34	Cc1ccc(C(=O)COc2cc(O)c3c(=O)cc(-c4ccccc4)oc3c2)cc1	-11	-3	-3	0.2	-10
35	CSc1nc2ccccc2n1CC(=O)Nc1c(C)cccc1C	-37	2	-2	-0.1	-54
36	CC1=C(C(=O)N2CCOCC2)C(c2cc(C)cs2)NC(=O)N1 (configuration not stated)	-50	1	2	-0.2	6
37	CC(C)c1nc(C#N)c(NN)o1	-148	-5	-4	3.2	-127
38	O=C(CCOc1ccccc1)NCc1ccccc1	-31	9	1	-0.2	9
39	O=C(c1cccc(S(=O)(=O)N2CCN(c3ccccc3)CC2)c1)N1CCN(c2ccccc2O)CC1	.	8	.	-0.3	12
40	CCOc1ccccc1C(=O)N1CCN(c2cccc(Cl)c2)CC1	85*	0	-2	0.6	95*
41	CC(=O)c1cccc(NC(=O)Cc2cccs2)c1	-35	-1	2	0.1	-4
42	CC(=O)Nc1ccc(NC(=O)C2CCC(CNS(=O)(=O)c3cccc4nsnc34)CC2)cc1 (configuration not stated)	24	2	0	2.2	5
43	O=C(N/N=C\c1cccc(Cl)c1)c1ccc(Cn2cccn2)o1	-13	-1	3	-1.4	-17
44	CC(=O)NC12CC3CC(C1)CC(C(=O)Nc1c(C)n(C)n(-c4ccccc4)c1=O)(C3)C2	3	1	4	-0.4	7
45	Cc1cc(C)c(CN2CCC(n3nccc3NC(=O)C3CCOC3)CC2)cc1C (configuration not stated)	1	-14	-1	-0.1	-2

no.	AI-2 QS mod	IEC-6 tox	SKKanGAS inh	HSF1 activator	Platelet DG rel
31	10	3	4	-7	3
32	34	0	-2	18	9
33	4	0	8	8	-5
34	13	-6	3	-12	6
35	4	-1	0	-3	7
36	-1	0	-4	7	-5
37	26	5	12	0	1
38	7	3	7	-6	-1
39	4	.	35	6	16
40	24	92*	-6	-2	-17
41	30	6	3	-23	1
42	18	-4	5	-13	-4
43	17	5	1	6	-11
44	6	4	0	-13	15
45	22	-2	-1	-29	-1

# Remaining list, next part:
no.	Structure	KLF5 inh	HSF1 inh	HSP90 refold inh	HIF act	aSyn UTR inh
46	COc1ccc2c(c1)cc(C(=O)N[C@@H](CCSC)C(=O)N1CCC[C@H]1C(=O)O)n2C	3	-1	-3	-0.2	-17
47	CC(=O)Nc1ccc(S(=O)(=O)N2CCSC2c2ccc(Cl)cc2)cc1 (configuration not stated)	-6	-1	5	-1.3	-14
48	NC(=O)C1CCN(C(=O)COc2ccc3ccccc3c2)CC1	8	0	-1	-0.1	18
49	CCOc1ccc(NC(=O)CSc2nccn2C)cc1	-61	16	-7	0.7	-65
50	O=C(OCCN1CCCCC1)c1cc2ccccc2o1	-31	-8	3	0.1	-2
51	CN1CCN(CCNC(=O)c2ccc3nc(-c4ccc(F)cc4)c(-c4ccc(F)cc4)nc3c2)CC1	-20	-4	-3	-1.8	-48
52	CCn1c(COc2ccc3ccccc3c2C)nnc1SCC(=O)Nc1cccc(C(=O)O)c1	-2	2	-3	-0.2	-12
53	CC(C)=CCCC(C)CN1CCC(n2nccc2NC(=O)c2ccc3c(c2)OCO3)CC1 (configuration not stated)	-13	-2	-6	-0.1	7
54	CC(C)c1ccccc1NC(=O)COc1ccc2c(=O)c(Oc3ccc4ccccc4c3)coc2c1	-14	4	3	-0.8	-2
55	O=C(COC(=O)c1ccc(NS(=O)(=O)c2ccc(Br)s2)cc1)NC1CCCC1	-24	-2	1	-1.4	31
56	CCOc1cc(Br)ccc1S(=O)(=O)N1CC(C)OC(C)C1 (configuration not stated)	-21	-9	0	-0.4	-7
57	Cc1cc(-c2csc(N)n2)c(C)n1CCC(C)C	-16	-2	4	-0.2	-15
58	O=C(CCn1c(=O)oc2ccccc21)NCc1cccs1	-22	3	-5	.	15

no.	AI-2 QS mod	IEC-6 tox	SKKanGAS inh	HSF1 activator	Platelet DG rel
46	15	-8	2	1	-3
47	3	5	2	7	4
48	9	1	-4	-5	8
49	50	0	-7	27	0
50	28	2	-2	8	3
51	-20	4	10	3	2
52	15	-2	6	-2	9
53	9	-5	1	0	-7
54	25	-6	16	15	-2
55	32	-2	3	10	-2
56	19	3	3	-22	3
57	16	5	6	1	6
58	7	0	3	8	9

# Three structures already listed, arranged by length of the SMILES, largest number first:
no.	Structure	KLF5 inh	HSF1 inh	HSP90 refold inh	HIF act	aSyn UTR inh
47	CC(=O)Nc1ccc(S(=O)(=O)N2CCSC2c2ccc(Cl)cc2)cc1 (configuration not stated)	-6	-1	5	-1.3	-14
57	Cc1cc(-c2csc(N)n2)c(C)n1CCC(C)C	-16	-2	4	-0.2	-15
49	CCOc1ccc(NC(=O)CSc2nccn2C)cc1	-61	16	-7	0.7	-65

no.	AI-2 QS mod	IEC-6 tox	SKKanGAS inh	HSF1 activator	Platelet DG rel
47	3	5	2	7	4
57	16	5	6	1	6
49	50	0	-7	27	0

# Bioassay records: PubChem, several laboratories
